A-T KAP1 phos: potential ataxia-telangiectasia treatment; […] A-T fibroblasts, KAP-1 phosphorylation AlphaLISA; neocarzinostatin DNA damage 30 min before lysis; Potency, µM (top dose mostly 57.5 µM), without a hit: top-dose activation, most hits filed as activators; 320,000 compounds, 0.19% hits; also: potency is read from the fitted curve at half-maximal effect; % of control where 0% means no effect; nearly all actives have a fitted effect of over 45% in size
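hTERT-immortalized A-T patient fibroblasts ([…]), 500 cells/well in OPTI-MEM, 1% FBS, got compounds for 60 min, then NCS for 30 min at 37C. Lysates were then assayed for phospho-KAP-1 by AlphaLISA (anti-pKAP1 donor, anti-KAP1 acceptor beads), 6 hr at 25C.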
Coupling enz: counter-screen for Giardia aldolase inhibitors: coupling enzyme system; coupling enzyme system counterscreen, AmpLite Red fluorescence; activity change, negative = inhibition, % at 58.2 µM, hits read low; 290,000 compounds, 0.67% hits; in the data active = activity change below about -30%; also: % is scaled to controls: 0 for no effect and ±100 for the full control effect
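Fluorescence at 525 nm excitation and 598 nm emission measured inhibition of the coupled detection system without aldolase. Compounds (at 57.5 uM final) were preincubated 10 min at room temperature with coupling enzyme reagent before a 20 min substrate/AmpLite Red step.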
KCNH2 WT inh: KCNH2 (human, wildtype) channel inhibition; Q12809; U2OS, BacMam KCNH2, thallium flux FluxOr; active compounds read low; activity change, % at 1.84 µM; 340,000 compounds, 0.37% hits;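 active = maximum activity change below -70%; inconclusive = maximum activity change between -70% and -50%; inactive = maximum activity change above -50%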; also: % is scaled to controls: 0 for no effect and ±100 for the full control effect
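U2OS cells transduced with wild-type KCNH2 virus are loaded with FluxOr dye for 45 min, and thallium flux is measured in kinetic reads before and after stimulation buffer. Rate constants are normalized to DMSO controls.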
GALK inhibitor: galactokinase (human) inhibition | P51570 | Purified GALK, Kinase-Glo residual ATP luminescence | Potency, µM (series often up to 57.5 µM), for the others: at the top dose activity change, negative = inhibition, usual class: inhibitors | 270,000 compounds, 0.007% hits | AID 1868; also: potency is read from the fitted curve at half-maximal effect; % is scaled to controls: 0 for no effect and ±100 for the full control effect
Target sequence (P51570 whole entry, looked up): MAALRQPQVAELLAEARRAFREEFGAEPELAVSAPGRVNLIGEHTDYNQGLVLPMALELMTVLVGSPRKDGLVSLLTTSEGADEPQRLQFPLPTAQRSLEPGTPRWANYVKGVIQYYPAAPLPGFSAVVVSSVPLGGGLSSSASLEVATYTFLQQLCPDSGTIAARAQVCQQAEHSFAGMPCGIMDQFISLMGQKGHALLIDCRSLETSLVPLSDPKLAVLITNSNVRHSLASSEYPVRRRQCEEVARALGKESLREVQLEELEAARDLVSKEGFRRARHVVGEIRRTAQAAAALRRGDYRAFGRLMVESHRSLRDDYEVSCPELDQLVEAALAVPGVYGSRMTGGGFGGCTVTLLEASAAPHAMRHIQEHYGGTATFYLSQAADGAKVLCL
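Galactose (100 uM) and ATP (35 uM) were turned over by 5 nM GALK for 1 h at RT. Kinase-Glo Plus then converted the remaining ATP into a luminescent signal.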
MBNL1-CUG inh: MBNL1-poly(CUG) RNA binding inhibition; Q9NR56; Potency, µM (series often up to 57.5 µM), without a hit: at the highest dose activity change, negative = inhibition, hits mostly inhibitors; TR-FRET MBNL1-His/biotin-(CUG)12 binding, 665/545 ratio; 280,000 compounds, 0.036% hits; active = well fitted inhibition curve with a large enough effect in the signal ratio, with a control signal flat, not every such curve was filed as active; inconclusive = small, poorly fitted or top-dose-only effect, or effect the other way, or a change in a side signal; inactive = no such curve, though single readings can be large or run the other way; the % refers to the signal ratio; also: potency is read from the fitted curve at half-maximal effect; % is scaled to controls: 0 for no effect and ±100 for the full control effect
Target sequence (Q9NR56 whole entry, looked up): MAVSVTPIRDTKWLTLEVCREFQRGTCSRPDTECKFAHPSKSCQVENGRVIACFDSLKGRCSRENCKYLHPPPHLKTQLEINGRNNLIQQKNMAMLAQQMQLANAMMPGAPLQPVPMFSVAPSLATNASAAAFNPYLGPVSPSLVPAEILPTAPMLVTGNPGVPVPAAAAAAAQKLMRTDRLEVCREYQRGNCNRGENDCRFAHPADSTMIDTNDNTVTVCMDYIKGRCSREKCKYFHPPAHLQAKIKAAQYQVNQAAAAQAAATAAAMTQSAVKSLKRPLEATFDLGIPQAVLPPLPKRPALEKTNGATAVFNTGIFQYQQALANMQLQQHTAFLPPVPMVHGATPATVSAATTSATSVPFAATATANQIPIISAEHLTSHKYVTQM
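MBNL1-His + Biotin-(CUG)12, cpd titration 92 nM–58 uM; Tb anti-His Ab 0.055 ng/ul, SA-XL665 5 nM (final); 60 min RT; ratiometric 665/545 nm, Ex 340 nm; normalized to buffer and full-complex controls.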
CXXC DNA block: blocks binding of human MLL CXXC domain to DNA; Q03164; MLL-CXXC / FITC-HOXA9 DNA fluorescence polarization; Potency, µM (top dose mostly 115 µM), for the others: top-dose activity change, negative = inhibition, hits mostly inhibitors; 290,000 compounds, 0.037% hits; AID 2662; active = well fitted inhibition curve with a large enough effect in the polarisation, with a control signal flat, not every such curve was filed as active; inconclusive = small, poorly fitted or top-dose-only effect, or effect the other way, or a change in a side signal; inactive = no such curve, though single readings can be large or run the other way; the % refers to the polarisation; also: potency is read from the fitted curve at half-maximal effect
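Fluorescence polarization: 7 uM MLL-CXXC (stock) preincubated 5 min with compounds, then 50 nM fluorescein-HOX-A9 DNA (stock) added; 30 min ambient. Buffer 50 mM Tris-HCl pH 7.5, 50 mM NaCl, 1 mM DTT, 0.05% BSA.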
TRPV1 agonist: agonists of human vanilloid receptor 1 (TRPV1). activation, % at 8.33 µM. TRPV1-expressing cells, Fluo-8 calcium influx, agonist mode. Q8NER1. 320,000 compounds, 0.19% hits. AID 540275; in the data active = activation above about 80%; inconclusive = between about 30% and that limit; also: 0% is about no effect
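TRPV1-expressing cells were cultured overnight at 35.5C and loaded with Fluo-8 calcium dye for 40 to 90 min at room temperature. After a 10 s baseline, compound was added and calcium influx was read kinetically for 3 min (ex 480/em 520 nm).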
ASM inhibitor: human S-ASM enzyme inhibition; placental ASM, HMU-PC fluorogenic substrate, 60 min; AID 504937; P17405; Potency, µM (doses to about 57.5 µM), for inactives: top-dose activity change, negative = inhibition, most hits filed as inhibitors; 340,000 compounds, 0.006% hits; also: potency is read from the fitted curve at half-maximal effect
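qHTS format. ASM enzyme prepared from human placenta hydrolyses the fluorogenic substrate HMU-PC0 (9 uM final) over 60 min at 37 °C after a 10 min compound preincubation.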
KCNH2 3.1 inh: inhibitors of human KCNH2 3.1 potassium channel isoform | U2OS KCNH2 3.1, thallium flux FluxOr; active compounds read low | activity change, % (tested at about 1.8 µM) | 340,000 compounds, 0.95% hits | AID 720553;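 active = maximum activity change below -70%; inconclusive = maximum activity change from -70% to -50%; inactive = maximum activity change above -50%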;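 also: thallium influx rate constant from kinetic fluorescence after stimulation buffer; % is scaled to controls: 0 for no effect and ±100 for the full control effect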
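Normalized rate constant (relative to positive and negative DMSO controls) derived from a 2 min kinetic fluorescence read after stimulation; U2OS cells expressing the 3.1 isoform via virus at 1.77 x 10^8 /mL.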
a7 integrin act: activates integrin-mediated alleviation for muscular dystrophy. alpha7betagal myoblasts, beta-gal FDG fluorescence, 48 h. Potency, µM (series often up to 38.3 µM), inactives show top-dose activation, hits mostly activators. 350,000 compounds, 0.064% hits;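 also: potency is read from the fitted curve at half-maximal effect; 100% = response of the positive control SU9516; nearly all actives have a fitted effect of over 60% in size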
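Alpha7betagal+/- myoblasts (passage 13) were plated 16-24 hr, then exposed to compounds (1:260 dilution of DMSO stock) for 48 hours at 37C. After MPER lysis, β-galactosidase reporter activity was read as FDG fluorescence (ex 480/em 540) after 30 minutes.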
* = called active by the depositor; i = inactive; ? = inconclusive; . = not tested or not shown; [ ] = remark or other dose. Unless noted, calls follow the shape of the dose curve; as a rule, active = well fitted curve in the direction sought with a large enough effect; inconclusive = small, poorly fitted or top-dose-only effect, or another doubt; inactive = no such curve, though single readings can be large; an effect the other way counts as inactive or inconclusive. Rows are unselected (roughly 2% active in at least one column).

structure	A-T KAP1 phos	Coupling enz	KCNH2 WT inh	GALK inhibitor	MBNL1-CUG inh	CXXC DNA block	TRPV1 agonist	ASM inhibitor	KCNH2 3.1 inh	a7 integrin act
COc1ccc(CC(=O)NCc2n[nH]c(=S)n2C)cc1	3%	-2	16	4%	1%	-1%	-2	-2%	-39	0%
CC(=O)Nc1ccc(C(=O)Nc2cc(S(=O)(=O)N3CCOCC3)ccc2N2CCOCC2)cc1	.	.	-19	.	.	.	.	2%	-3	23%
CC(C)[C@H]1C(=O)Nc2ccccc2N1C(=O)N[C@@H](Cc1ccccc1)C(=O)N[C@@H](C(=O)O)c1ccccc1	0%	1	-2	.	-3%	-13%	0	-3%	13	-12%
CCCNC(=O)OC[C@H]1O[C@H](CCO/N=C/[C@@H](OC)[C@H](C)/C=C/CC(=O)OC)C=C[C@@H]1Oc1ccc(OC)cc1	-1%	2	.	.	17%	2%	12	.	.	.
CC(C)CN(C(=O)Cn1c(C(F)(F)F)nc2ccccc21)C1CCS(=O)(=O)C1 (configuration not stated)	9%	.	-6	.	.	.	-6	1%	3	-5%
CCc1ccc(OCCSc2nc3ccccc3n2CC(=O)O)cc1	0%	16	-4	8%	2%	-19%	-6	7%	-7	-25%
CCOc1ccc(S(=O)(=O)N2CCN(C(=O)c3cc(-c4ccccc4)nn3-c3ccccc3)CC2)cc1	-4%	.	8	.	.	.	1	2%	-33	-14%
O=c1[nH]c2ccccc2nc1/C=C/c1ccccc1	4%	-1	-6	2%	7%	1%	2	i	-5	32%
COc1cccc(C(=O)Nc2cccc(NC(=O)c3cccs3)c2)c1	3%	-1	7	4%	1%	3%	1	-8%	5	-54%[inhibitor]
Cc1ccc(C(=O)C(C)OC(=O)CNS(=O)(=O)c2ccc(C)cc2)cc1 (configuration not stated)	-10%	.	3	.	.	.	5	-1%	-23	18%
COC(=O)c1ccccc1NC(=O)Nc1nnc(N2CCC(C)CC2)s1	4%	2	7	3%	7%	-11%	0	-3%	5	-14%
CCOC(=O)c1c(NC(=O)COC(=O)Cn2c(C)nc3ccccc32)sc2c1CCCC2	-5%	-4	-4	0%	.	13%	5	-7%	0	-25%
CC(=O)CC(CC(=O)NC1CCCCC1)c1ccccc1 (configuration not stated)	.	.	11	.	.	.	.	-1%	-35	3%
COc1ccc(NC(=O)n2ncc3cc(Cl)ccc32)cc1OC	15%	-4	3	.	0%	21%	-4	1%	4	?
C#CCn1cccc(C(=O)Nc2ccc(OC)cc2)c1=O	-7%	-1	-6	0%	-1%	28%	4	1%	-29	?
CC(NC(=O)c1ccccc1Br)C1CC2CCC1C2 (configuration not stated)	.	.	-7	.	.	.	.	0%	-14	-24%
O=c1c2c3c(sc2n2cnnc2n1Cc1ccccc1)CN(Cc1ccccc1)CC3	-4%	0	-10	-2%	?	10%	8	6%	-1	-32%
O=S(=O)(c1cc(F)ccc1F)N1CCN(c2ccccn2)CC1	0%	4	1	3%	-6%	-4%	6	1%	-34	-8%
CC(=O)c1cccc(NC(=O)C2C3C=CC(C3)C2C(=O)O)c1 (configuration not stated)	-5%	0	-3	5%	0%	-2%	0	7%	7	12%
O=C(O)c1ccc(CSc2nnc(-c3ccncc3)n2-c2ccc(Cl)cc2)cc1	4%	16	4	0%	4%	1%	-3	-1%	1	14%
CC(C)CN(C(=O)c1ccc(S(=O)(=O)N2CCCC2)cc1)C1CCS(=O)(=O)C1 (configuration not stated)	-6%	.	2	.	.	.	-4	0%	-6	10%
CCC12CN3CCN(CC(C3)/C1=N\NC(=O)c1ccc(C(C)(C)C)cc1)C2	2%	-2	1	0%	-6%	-4%	1	-1%	-18	-15%
Cc1nn(CC(=O)NCc2cccc(F)c2)c(=O)c2cccn12	2%	.	-4	4%	2%	15%	-5	-1%	10	-12%
Cc1cc(C)n(-c2nc3ccccc3n3c(C)nnc23)n1	-1%	0	-2	-1%	?	4%	-7	1%	-4	4%

Fetched by compound from the entries so far:
structure	A-T KAP1 phos	Coupling enz	KCNH2 WT inh	GALK inhibitor	MBNL1-CUG inh	CXXC DNA block	TRPV1 agonist	ASM inhibitor	KCNH2 3.1 inh	a7 integrin act
CC(C)CN(C(=O)Cn1c(C(F)(F)F)nc2ccccc21)C1CCS(=O)(=O)C1 (configuration not stated)	9%	.	-6	.	.	.	-6	1%	3	-5%
CC(NC(=O)c1ccccc1Br)C1CC2CCC1C2 (configuration not stated)	.	.	-7	.	.	.	.	0%	-14	-24%

(next part)
structure	A-T KAP1 phos	Coupling enz	KCNH2 WT inh	GALK inhibitor	MBNL1-CUG inh	CXXC DNA block	TRPV1 agonist	ASM inhibitor	KCNH2 3.1 inh	a7 integrin act
CN(CC(=O)NC1CCCCCCC1)S(=O)(=O)c1cnc[nH]1	0%	-1	-3	4%	-7%	18%	-1	1%	11	1%
COc1ccc(NC2CCCN(C(=O)c3ccccc3C(F)(F)F)C2)cc1 (configuration not stated)	3%	-1	-4	-1%	-1%	11%	24	0%	-3	12%
Cc1ccc(N(C(=O)c2ccc(S(=O)(=O)N3CCCC3)cc2)C2C=CS(=O)(=O)C2)cc1 (configuration not stated)	2%	-1	-11	-1%	-8%	1%	8	0%	2	-7%
Cn1c(SCC(=O)c2cc(Cl)c(Cl)s2)nnc1-c1ccco1	9%	13	9	7%	.	7%	.	3%	-17	20%
CC(=O)Nc1ccc(Sc2ncccc2C(=O)Nc2cc(Cl)cc(Cl)c2)cn1	0%	0	-11	-1%	-2%	1%	-1	-11%	-7	-14%
Nc1c(C=C2C=CC(=O)C=C2)c(=O)nc2sc(CC(=O)N3CCCC3)nn12	-2%	.	3	2%	2%	5%	6	4%	-3	-24%
Cc1nnc(C)n1/N=C/c1ccc(C(C)C)cc1	.	5	5	-1%	0%	-4%	22	-4%	-12	-12%
COc1ccc(NC(=O)CN2C(=O)NC(C)(C3CC3)C2=O)c(OC)c1 (configuration not stated)	4%	.	-6	.	.	.	0	4%	8	24%
CCOc1cccc(C(=O)Nc2ccccc2N2CCN(C(=O)C(C)C)CC2)c1	?	2	-2	3%	-1%	-11%	?	-1%	-15	33%
O=C(O)CCC(=O)N1CCN(c2ccc(C(=O)c3ccc(F)cc3)cc2)CC1	-3%	3	-1	-2%	12%	5%	3	-1%	3	-25%
Cc1[nH]c2ccccc2c1C(=O)C(=O)N1CC=C(c2ccccc2)CC1	.	-8	1	-1%	-9%	9%	-6	-11%	21	-23%
CCCCCCCCc1c(O)nc(-n2[nH]c(C)c(CCO)c2=O)[nH]c1=O	-7%	5	-6	2%	-4%	-20%	5	-20%	29	-17%
CN(CC(=O)Nc1ccc(Cl)c(C(F)(F)F)c1)C(=O)COC(=O)C1CC2CCCC(C1)C2=O (configuration not stated)	7%	.	2	.	.	.	.	-5%	-10	10%
COc1ccc(-c2nn(-c3ccccc3)cc2C(=O)NCCCn2ccnc2)cc1	0%	2	26	1%	-6%	-1%	.	5%	-11	29%
COc1ccc(C(C)NS(=O)(=O)Cc2ccccc2)cc1 (configuration not stated)	7%	-27	2	-1%	-2%	-6%	1	-2%	-3	17%
[O-][n+]1c2ccccc2cc2ccccc21	?	.	5	.	.	.	1	i	3	4%
O=C(O)/C=C1\NC(=O)c2ccccc21	-10%	7	-1	5%	11%	8%	1	4%	3	25%
O=C(N=Nc1c(O)[nH]c2ccccc12)c1cccc(S(=O)(=O)Nc2ccccc2Cl)c1	2%	-2	.	-2%	1%	-6%	-1	-4%	7	?
O=C(CCc1ccccc1)Nc1cc(C(=O)O)cc(C(=O)O)c1	-1%	5	-2	9%	-11%	5%	-3	7%	1	-5%
COCc1c(C(=O)N/N=C/c2ccncc2)nnn1-c1nonc1N	-2%	2	15	7%	?	9%	0	1%	1	-8%
CC(=O)NCc1ccc(C(=O)COC(=O)COc2ccccc2)s1	-6%	.	-9	.	.	.	1	7%	6	?
COCCN(C(=O)c1ccco1)c1nnc(-c2ccc(OC)c(OC)c2)s1	1%	4	2	1%	2%	-1%	-1	-1%	4	8%
O=C(COC(=O)Cc1cccc2ccccc12)Nc1ccccc1-c1ccccc1	16%	-5	-2	-2%	-15%	10%	1	-7%	-9	-20%
O=C1c2ccccc2C(=O)N1CCC(c1ccccc1)c1ccco1 (configuration not stated)	5%	1	-13	0%	0%	0%	?	-6%	-7	-16%
COc1cccc(CNC(=O)C2CCCN(S(=O)(=O)c3c(C)[nH]c(=O)[nH]c3=O)C2)c1 (configuration not stated)	-4%	4	-17	0%	2%	3%	2	6%	4	7%
COc1ccc(C2=C(SC)CC2=NC(C)(C)C)cc1	-1%	2	-1	0%	17%	1%	6	-1%	15	-4%

From PubChem BioAssay
